FXIIa mix inh: factor XIIa (human) inhibition, mixture screen; P00748; purified FXIIa, fluorogenic substrate, pooled mixtures; inhibition, % at 5 µM; actives 0.2% (n = 62,000);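 also: 0% = enzyme without compound and 100% = no enzyme blank; some results filed as inactive read as strong as hits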
MKP-1 inh: blocks human MKP-1 phosphatase activity; AID 374; inhibition, %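 (compounds tested at a single concentration somewhere between 10 and 100 µM)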; recombinant MKP-1, OMFP hydrolysis fluorescence; actives 0.15% (n = 65,000);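 active = inhibition above about 50%, limit read from the data; inconclusive = inhibition over screen mean plus 3 SD, below that limit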;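 also: 0% = DMSO max control wells and 100% = wells with enzyme stopped by NaOH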
Target sequence (P28562 whole entry, looked up): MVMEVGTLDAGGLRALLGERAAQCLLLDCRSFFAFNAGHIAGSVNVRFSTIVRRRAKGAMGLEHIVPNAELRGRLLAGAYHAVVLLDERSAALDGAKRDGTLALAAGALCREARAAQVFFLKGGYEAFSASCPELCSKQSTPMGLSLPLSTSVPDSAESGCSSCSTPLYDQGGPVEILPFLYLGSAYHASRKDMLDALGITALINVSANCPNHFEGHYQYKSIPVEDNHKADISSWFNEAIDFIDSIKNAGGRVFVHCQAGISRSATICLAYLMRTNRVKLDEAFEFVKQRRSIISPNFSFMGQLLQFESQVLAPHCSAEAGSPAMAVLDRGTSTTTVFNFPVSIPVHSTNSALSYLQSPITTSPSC
AP ELISA ortho: alternative pathway complement inhibition, orthogonal assay. Human serum alternative complement pathway, LPS-coated ELISA, C3 deposition; tested in compound mixtures. inhibition, % at 5 µM. actives 0.08% (n = 62,000). AID 1235;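 active = inhibition above 30% in each of the two pooled mixtures holding the compound, so the lower value exceeds 30%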;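 also: 0% = serum in Mg-EGTA without compound and 100% = EDTA serum blank; some compounds past the cut are filed as inactive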
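Test system – human serum alternative complement pathway, C3 deposition on LPS-coated wells · Buffer or medium – diluted human serum in Mg2+-EGTA GVB++ · Compound dosing – 5 µM each compound, pools of ten, 50 µM per pool · Schedule – 1 h serum-compound exposure at 37 °C · Measured by – Anti-C3 ELISA, OD 450 nm · Read-out basis – percent inhibition of C3 deposition onto LPS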
FXIa inh mix: inhibitors of human coagulation factor XIa, pooled mixtures; P03951; purified FXIa, fluorogenic substrate; inhibition, % at 5 µM; actives 0.19% (n = 62,000);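 also: each value is inhibition by a whole ten-compound pool holding the compound; 0% = enzyme with no mixture and 100% = wells lacking enzyme; strong numbers were not always called active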
Abs 340nm: absorbance at 340 nm; 65,000 tested, under 10 active; fold change at 10 µM; compound absorbance at 340 nm, fold over control; AID 708;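 active = at 10 µM dose, initial 340 nm absorbance at least 2 fold that of control wells; inactive = change under 2 fold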;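 also: initial absorbance extrapolated from kinetic A340 decline of NADH oxidation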
JNK3 blocker: inhibitors of human JNK3 kinase. P53779. purified JNK3 kinase activity, HTS. inhibition, % at 8 µM. actives 0.61% (n = 60,000). AID 746; in the data active = inhibition above about 17%;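 also: 0% = DMSO and 100% = reference inhibitor; many of its hits are not listed in these tables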
Target sequence (P53779 whole entry, looked up): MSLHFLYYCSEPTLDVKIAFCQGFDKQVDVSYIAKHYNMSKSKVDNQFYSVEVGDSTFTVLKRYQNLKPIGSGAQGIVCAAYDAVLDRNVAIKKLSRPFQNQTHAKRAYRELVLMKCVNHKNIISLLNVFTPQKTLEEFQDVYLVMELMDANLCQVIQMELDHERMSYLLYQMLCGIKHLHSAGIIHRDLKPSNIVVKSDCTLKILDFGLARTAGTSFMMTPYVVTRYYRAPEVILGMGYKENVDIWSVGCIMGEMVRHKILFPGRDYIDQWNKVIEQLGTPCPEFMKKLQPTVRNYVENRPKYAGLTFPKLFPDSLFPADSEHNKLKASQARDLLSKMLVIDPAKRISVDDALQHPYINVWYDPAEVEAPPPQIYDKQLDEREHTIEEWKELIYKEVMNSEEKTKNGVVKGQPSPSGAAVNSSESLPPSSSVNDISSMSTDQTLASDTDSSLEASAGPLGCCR
Hsp90 inh: displaces geldanamycin probe from tumor Hsp90; NCI-N417 lysate Hsp90, Cy3B-geldanamycin FP displacement; inhibition, % at 30 µM; AID 429; actives 0.35% (n = 64,000);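 active = inhibition above 50%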;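 also: 0% = tracer plus lysate wells and 100% = tracer alone without lysate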
MMP-13 inhibitor: MMP13 (human) collagenase inhibition. MMP-13 fTHP FRET cleavage, Mca fluorescence. AID 570. actives 0.07% (n = 65,000). inhibition, % at 4 µM. P45452;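 active = inhibition above the mean of compound-free control plate wells plus 3 SD, cut at about 14% in these data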;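 also: 0% = DMSO wells and 100% = wells with reference MMP-13 inhibitor after basal subtraction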
Cdc25B block: human M-phase inducer phosphatase 2 inhibition; AID 368; P30305; inhibition, %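 (compounds tested at 10 µM final in the well)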; recombinant Cdc25B, OMFP fluorescence Ex485/Em525; actives 0.1% (n = 65,000); in the data active = inhibition above about 50%
Active calls of the source: *; i = inactive; ? = inconclusive; nt = no result given; [ ] = remark or other dose. Rule as the data show it, unless noted: active = inhibition above about 20% (passing the limit was not always enough); inactive = the rest.

SMILES	FXIIa mix inh	MKP-1 inh	AP ELISA ortho	FXIa inh mix	Abs 340nm	JNK3 blocker	Hsp90 inh	MMP-13 inhibitor	Cdc25B block
Clc1ccccc1Cn1nnc(-c2cccs2)n1	0	27	8	5	1.1	-5	1	-2	-5
CSC1=NCCN1C(=O)c1ccc(S(=O)(=O)N2CCOCC2)cc1	7	-8	11	6	0.99	0	0	-12	-4
COC(=O)CC1SC(=O)NC1=O (stereo not given)	-17	-9	-7	8	1	-1	-3	-14	19
O=C(O)COc1ccc(Br)cc1/C=N/O	-11	15	4	11	1	-4	-1	4	2
CCOc1ccc(NC(=O)CCS(=O)(=O)c2cccc3nsnc23)cc1	13	13	12	11	1.1	nt	nt	0	-14
Cc1c(N=Cc2c(O)n(C3CCCCC3)c(=O)[nH]c2=O)c(=O)n(-c2ccccc2)n1C	nt	-5	nt	nt	1.1	3	-5	1	-28
COc1cc(C2C(C(C)=O)=C(O)C(=O)N2CCc2ccc(OC)c(OC)c2)ccc1O (stereo not given)	10	-16	22	7	1.1	-6	-5	1	1
C#CC1(O)CC(C)NCC1(C)CCC#N (stereo not given)	11	-25	13	-48	1	4	7	0	-3
COc1ccc(N2CCCCn3c2nc2c3c(=O)[nH]c(=O)n2C)cc1	9	7	-7	-1	1.1	nt	nt	-2	-3
O=C(Cc1cccs1)Nc1ccc(C(=O)O)cc1	1	-14	15	-3	0.96	-2	-8	1	-1
O=C(NC1(C(F)(F)F)NC(=O)N(C2CCCCC2)C1=O)c1cccs1 (stereo not given)	3	2	19	-6	1.1	-1	2	4	-2
CCCCC(=O)Nc1ncc(Br)s1	4	-5	10	5	1	28*	-2	-1	-12
O=C(Nc1ccc2c(c1)OCO2)Nc1cnccn1	-1	0	0	11	1	-3	1	7	2
Cc1ccc2oc(C(=O)Nc3c(C)n(C)n(-c4ccccc4)c3=O)c(C)c2c1	-44	6	-11	-5	1	4	0	0	-1
CCOC(=O)C1CCN(c2ncnc3nc[nH]c23)CC1	7	0	17	7	1.1	8	28	2	-8
[O-]/[N+](=C/c1ccc(F)cc1)c1ccccc1	13	82*	7	-1	0.96	4	6	7	48
COCCOC(=O)c1c(C)oc2ccc(OCC=C(C)C)cc12	0	-1	6	4	1	-3	-2	-2	-7
O=C(O)CNC(=O)c1ccccc1F	-19	24	9	6	1	0	-2	1	-3
C=C(C)CSc1nnc(-c2ccc(OC)c(OC)c2)n1N	2	7	6	8	1	nt	nt	4	-4
Nc1c(C(O)(C(F)(F)F)C(F)(F)F)ccc2ccccc12	1	11	15	4	1	-9	2	-23	1
COc1ccc(S(=O)(=O)N(C)c2ccc(C(=O)NCC3CCCO3)cc2)cc1 (stereo not given)	7	1	6	-7	1	-3	-1	-4	-18
Cc1[nH]nc2c1C(c1ccc(F)cc1)C(C#N)=C(N)O2 (stereo not given)	1	5	4	10	0.99	-3	-3	-3	1
COc1ccc(-c2nnc(SCC(=O)NCc3ccco3)o2)cc1	3	14	4	6	0.98	3	-3	-2	-11
Cc1cc(C)n(-c2ccc(C(=O)N3CCc4ccccc43)cc2)n1	4	32	2	-3	1	-7	-2	3	-14

Compound profiles, from the list above.
Profile of Cc1cc(C)n(-c2ccc(C(=O)N3CCc4ccccc43)cc2)n1 → FXIIa mix inh: 4; MKP-1 inh: 32; AP ELISA ortho: 2; FXIa inh mix: -3; Abs 340nm: 1; JNK3 blocker: -7; Hsp90 inh: -2; MMP-13 inhibitor: 3; Cdc25B block: -14
Profile of O=C(O)CNC(=O)c1ccccc1F → FXIIa mix inh: -19; MKP-1 inh: 24; AP ELISA ortho: 9; FXIa inh mix: 6; Abs 340nm: 1; JNK3 blocker: 0; Hsp90 inh: -2; MMP-13 inhibitor: 1; Cdc25B block: -3
Profile of CCOC(=O)C1CCN(c2ncnc3nc[nH]c23)CC1 → FXIIa mix inh: 7; MKP-1 inh: 0; AP ELISA ortho: 17; FXIa inh mix: 7; Abs 340nm: 1.1; JNK3 blocker: 8; Hsp90 inh: 28; MMP-13 inhibitor: 2; Cdc25B block: -8

More results.
SMILES	FXIIa mix inh	MKP-1 inh	AP ELISA ortho	FXIa inh mix	Abs 340nm	JNK3 blocker	Hsp90 inh	MMP-13 inhibitor	Cdc25B block
CCCCN1C(=O)/C(=C2\SC(N3CCCCC3)=NC2=O)c2ccccc21	8	18	10	4	1.1	7	-3	2	-1
O=c1c2nnn(Cc3ccccc3)c2ncn1-c1ccccc1	7	-9	15	11	0.98	2	0	-8	3
COC(=O)CN(c1ccccc1)S(=O)(=O)c1ccc(F)cc1	1	0	12	-2	1	2	0	0	1
CCOc1cccc(OCCCCN2CCCCC2)c1	45	-4	-17	7	1.1	-6	-2	-4	-25
O=C(Cn1c(-c2cncs2)nc2ccccc21)NCCc1ccccc1	0	8	6	0	1	5	-4	2	-7
CCc1ncc(C(O)c2cccc3ccccc23)n1C (stereo not given)	-18	15	16	3	1	-1	-2	2	-4
OC1CCN(c2ncnc3nc[nH]c23)CC1	12	-7	19	7	1	4	9	3	-10
COc1ccc2cc(C3(C)NC(=O)N(CC(=O)NCc4ccco4)C3=O)ccc2c1 (stereo not given)	5	-6	12	3	1	6	-3	2	3
CCOC(=O)N1CCN(S(=O)(=O)c2ccc(C)cc2)C1c1ccccc1 (stereo not given)	-1	3	13	5	1	nt	nt	12	-18
CCOC(=O)NC(Nc1ncccn1)(C(F)(F)F)C(F)(F)F	-14	3	-7	0	1.1	-5	-4	3	-9
O=C(c1ccc(N2CN(C(=O)c3ccco3)c3nc4ccccc4nc32)cc1)N1CCOCC1	7	?	0	9	1.1	3	-3	-18	-13
CCN(CC(=O)NC1CCS(=O)(=O)C1)c1nc(-c2ccccc2)nc2ccccc12 (stereo not given)	1	3	16	1	1.1	7	-2	2	-4

Compounds above containing an aryl thioether with sulfur outside any ring:
SMILES	FXIIa mix inh	MKP-1 inh	AP ELISA ortho	FXIa inh mix	Abs 340nm	JNK3 blocker	Hsp90 inh	MMP-13 inhibitor	Cdc25B block
C=C(C)CSc1nnc(-c2ccc(OC)c(OC)c2)n1N	2	7	6	8	1	nt	nt	4	-4
COc1ccc(-c2nnc(SCC(=O)NCc3ccco3)o2)cc1	3	14	4	6	0.98	3	-3	-2	-11

Molecules from the list above that contain two or more sulfur atoms (two):
SMILES	FXIIa mix inh	MKP-1 inh	AP ELISA ortho	FXIa inh mix	Abs 340nm	JNK3 blocker	Hsp90 inh	MMP-13 inhibitor	Cdc25B block
CSC1=NCCN1C(=O)c1ccc(S(=O)(=O)N2CCOCC2)cc1	7	-8	11	6	0.99	0	0	-12	-4
CCOc1ccc(NC(=O)CCS(=O)(=O)c2cccc3nsnc23)cc1	13	13	12	11	1.1	nt	nt	0	-14

(further entries)
SMILES	FXIIa mix inh	MKP-1 inh	AP ELISA ortho	FXIa inh mix	Abs 340nm	JNK3 blocker	Hsp90 inh	MMP-13 inhibitor	Cdc25B block
CCc1cccc(CC)c1NC(=O)CSc1nnc(C(C)C)n1CC	4	-14	8	6	1	4	0	-1	-8
COCCCN(C(C)=O)c1nc(-c2ccc(OC)cc2)cs1	3	-10	3	-1	0.98	7	-5	-2	-4
Cc1c(NC(=O)C2CCCN(S(=O)(=O)c3cnc[nH]3)C2)c(=O)n(-c2ccccc2)n1C (stereo not given)	2	4	5	24*	1.1	-5	-1	6	-1
CCNc1nnc(-c2ccc(C)cc2)o1	8	11	-14	1	0.96	10	1	-8	-22
Cn1c(SCc2cccnc2)nc2cccnc21	0	-31	-20	-1	1	-2	0	2	-9
Clc1ccc(-c2nnc3sc(-c4ccc(Br)o4)nn23)cc1	3	3	-5	6	1	3	0	1	1
CC1CCCN(C(=O)C2CCN(CCCc3ccccc3)CC2)C1 (stereo not given)	6	3	-6	5	1	4	-6	-12	-14
COc1ccc2cc3cc(C(=O)NCCN4CCN(Cc5ccccc5)CC4)oc3nc2c1	-15	3	4	-16	1.1	-6	1	i[fluorescence artefact?]	4
CCS(=O)(=O)N1CCC(C(=O)NCc2ccc(F)cc2)CC1	-2	7	17	1	1	-5	1	-18	18
COc1cc(NC(=O)CSc2nnc(C)s2)cc(OC)c1	5	12	4	5	0.99	-1	2	1	-1
CCOC(=O)Cc1csc(NC(=O)c2ccco2)n1	1	-3	8	-2	1.1	-3	-8	3	-5
C=CCn1cc(C(=O)NCCCOCC)c(=O)c2cc(S(=O)(=O)N(CC)CC)ccc21	-1	22	-6	0	1.1	-2	0	2	-12
Nc1[nH]nc2nc(NCc3ccccc3)c3c(c12)CCN(Cc1ccccc1)C3	nt	-1	nt	nt	1.1	-5	0	-11	12
CSc1nc2ccccc2n1CC(=O)Nc1ccc(C)c(C)c1	4	16	3	5	1	nt	-1	4	-17
OC(c1cccs1)c1nccc2ccccc12 (stereo not given)	3	19	3	4	1	-3	-2	5	-15
c1cc(C2CCCCC2)ccc1Oc1nc(N2CCOCC2)nc(N2CCOCC2)n1	-1	33	5	10	0.99	-2	-2	-4	-11
Cc1nc(SCC(=O)NCc2ccc3c(c2)OCO3)c(C#N)c2c1CCCC2	12	-8	9	7	1	-8	11	-2	6
CC1CC(C)CN(C(=O)C(NS(=O)(=O)c2ccc3c(c2)oc(=O)n3C)C(C)C)C1 (stereo not given)	4	11	17	-10	1	0	0	1	-6
Cc1cc(NC(=O)Cn2c(=O)c3c(ncn3CCC(C)C)n(Cc3ccccc3)c2=O)no1	7	27	11	5	1	0	-1	2	-27
COc1cc(C2Nc3cccc4cccc(c34)N2)cc(OC)c1OC(C)=O	nt	19	nt	nt	1.1	0	7	-3	-29
O=C(O)c1cnn2c(C(F)(F)F)cc(-c3ccco3)nc12	nt	-10	nt	nt	1.1	-6	-4	-3	-25
CN(C1CCCCC1)S(=O)(=O)c1ccc2c(c1)c(=O)c(C(=O)NCCCN1CCCC1)cn2C	-3	-9	9	5	1.1	-4	-2	3	-12
Cc1nc2oc3ccccc3c(=O)c2c(=O)n1Cc1ccccc1	4	9	6	3	0.98	4	-5	0	5
